HP1b binding inh – HP1-beta chromodomain-methylated histone interaction inhibition | AlphaScreen HP1-beta / biotin-H3K9me3 peptide binding | Potency, µM (titrated, usually from 114 µM), inactives show at the top dose activity change, negative = inhibition, usual class: inhibitors | hit rate 0.56% among 390,000 | AID 540317; note: nearly all actives have a fitted effect of over 70% in size; inactives centre near 23
Target sequence (P83916 whole entry, looked up): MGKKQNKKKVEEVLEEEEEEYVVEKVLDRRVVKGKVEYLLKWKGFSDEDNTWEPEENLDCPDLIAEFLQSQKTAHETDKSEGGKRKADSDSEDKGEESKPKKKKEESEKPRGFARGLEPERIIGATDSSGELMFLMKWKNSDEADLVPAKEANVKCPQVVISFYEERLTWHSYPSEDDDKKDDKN
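Compound inhibition of the preformed complex between 50 nM HP1-beta and 50 nM biotinylated H3K9me3 peptide was read by AlphaScreen. Buffer was PBS pH 7.4 with 0.01% Tween-20. Incubations ran 30 min at room temperature, with 10 ug/mL donor/acceptor beads.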
G9a block – blocks human histone lysine methyltransferase G9a | Potency, µM (titrated, usually from 102 µM), for the others: top-dose activity, negative = inhibition, most hits filed as inhibitors | G9a H3K9 monomethylation, AlphaScreen, 2 h | Q96KQ7 | hit rate 8.8% among 350,000 | AID 504332; note: % is set by controls: 0 for no effect and ±100 for the full control effect; nearly all actives have a fitted effect of over 75% in size
Target sequence (Q96KQ7 913-1193 limits assumed): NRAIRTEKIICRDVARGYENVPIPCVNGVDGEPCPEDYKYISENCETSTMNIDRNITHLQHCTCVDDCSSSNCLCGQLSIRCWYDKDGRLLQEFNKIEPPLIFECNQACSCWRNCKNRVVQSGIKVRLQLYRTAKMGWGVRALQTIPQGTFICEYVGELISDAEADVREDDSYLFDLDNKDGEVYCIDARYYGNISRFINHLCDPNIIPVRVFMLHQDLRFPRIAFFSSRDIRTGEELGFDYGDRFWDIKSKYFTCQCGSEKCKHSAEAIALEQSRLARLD
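Methyltransferase reactions run at room temperature for 2 h (20 nM enzyme, 500 nM biotin-H3K9 peptide, 20 uM SAM) after a 15 min compound preincubation; product detected by AlphaScreen beads and anti-H3K9me1 antibody.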
GLS inh – inhibitors of human glutaminase (GLS). O94925. GLS enzymatic activity, qHTS titration. Potency, µM (doses to about 45.5 µM), for inactives: top-dose activity change, negative = inhibition, hits mostly inhibitors. hit rate 0.21% among 410,000; note: % is set by controls: 0 for no effect and ±100 for the full control effect
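Two-point fluorescence kinetic (t0, 30 min RT) for hKGA; glutamate detected via glutamate oxidase–HRP–Amplex Red. Substrate: 1 mM L-glutamine solution; buffer 45 mM KH2PO4, pH 8.2.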
BAZ2B block – inhibitors of human BAZ2B bromodomain; Q9UIF8; AlphaScreen BAZ2B-H3K14Ac peptide displacement; Potency, µM (titrated, usually from 114 µM), for inactives: top-dose activity change, negative = inhibition, actives largely listed as inhibitors; hit rate 4.4% among 360,000; AID 504333; note: % is set by controls: 0 for no effect and ±100 for the full control effect; nearly all actives have a fitted effect of over 60% in size
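AlphaScreen luminescence quantifies BAZ2B engagement of H3K14Ac peptide; the protein and biotinylated peptide are both at 50 nM final, buffer PBS pH 7.4 with 0.01% Tween-20, all steps at room temperature.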
POLI inh – blocks human DNA polymerase iota activity; Q9UNA4; Pol iota fluorescent replication assay, 10 min; Potency, µM (series often up to 115 µM), without a hit: top-dose activity, negative = inhibition, actives largely listed as inhibitors; hit rate 1% among 390,000; AID 588590
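Pol iota at 10 nM preincubated 15 min with compounds at room temperature; reaction started with fluorescent substrate, 50 nM final. Fluorescence read kinetically at 0 and 10 min; buffer-only wells as negative control.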
BLM helicase inh – inhibitors of human Bloom syndrome helicase BLM; P54132; recombinant BLM DNA unwinding, fluorescence dequenching; Potency, µM (doses to about 56.1 µM), without a hit: top-dose activity change, negative = inhibition, actives largely listed as inhibitors; hit rate 0.2% among 350,000;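 note: plate controls were vehicle for no effect and no enzyme for full effect; nearly all actives have a fitted effect of over 35% in size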
Pin1 inh – blocks the human prolyl isomerase Pin1; Q13526; Pin1 FP peptide displacement, HiFluor488, 10 min; Potency, µM (doses to about 115 µM), without a hit: at the highest dose activity, negative = inhibition, actives largely listed as inhibitors; hit rate 0.009% among 390,000; AID 504891; active = well fitted inhibition curve with a large enough effect in the polarisation, with a control signal flat, not every such curve was filed as active; inconclusive = small, poorly fitted or top-dose-only effect, or effect the other way, or a change in a side signal; inactive = no such curve, though single readings can be large or run the other way; the % refers to the polarisation; note: % is set by controls: 0 for no effect and ±100 for the full control effect
Target sequence (Q13526 whole entry, looked up): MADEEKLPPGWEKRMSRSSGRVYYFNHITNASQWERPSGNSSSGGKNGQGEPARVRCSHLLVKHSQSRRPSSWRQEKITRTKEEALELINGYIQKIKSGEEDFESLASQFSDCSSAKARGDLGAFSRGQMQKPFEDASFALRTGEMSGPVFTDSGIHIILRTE
JMJD2A Tudor – JMJD2A Tudor domain (human) inhibition; AID 504339; AlphaScreen JMJD2A-Tudor / H3K4me3 peptide binding; O75164; Potency, µM (top dose mostly 114 µM), for the others: top-dose activity change, negative = inhibition, usual class: inhibitors; hit rate 4.4% among 390,000; note: % is set by controls: 0 for no effect and ±100 for the full control effect; nearly all actives have a fitted effect of over 50% in size
Tb PGK inh – T. brucei PGK inhibition; AID 602233; Potency, µM (series often up to 57.5 µM), for the others: at the top dose activity change, negative = inhibition, most hits filed as inhibitors; hit rate 0.043% among 380,000; PGK/GAPDH coupled, Kinase-Glo luminescence, 60 min; note: % is set by controls: 0 for no effect and ±100 for the full control effect; nearly all actives have a fitted effect of over 60% in size
Target sequence (P07378 whole entry, looked up): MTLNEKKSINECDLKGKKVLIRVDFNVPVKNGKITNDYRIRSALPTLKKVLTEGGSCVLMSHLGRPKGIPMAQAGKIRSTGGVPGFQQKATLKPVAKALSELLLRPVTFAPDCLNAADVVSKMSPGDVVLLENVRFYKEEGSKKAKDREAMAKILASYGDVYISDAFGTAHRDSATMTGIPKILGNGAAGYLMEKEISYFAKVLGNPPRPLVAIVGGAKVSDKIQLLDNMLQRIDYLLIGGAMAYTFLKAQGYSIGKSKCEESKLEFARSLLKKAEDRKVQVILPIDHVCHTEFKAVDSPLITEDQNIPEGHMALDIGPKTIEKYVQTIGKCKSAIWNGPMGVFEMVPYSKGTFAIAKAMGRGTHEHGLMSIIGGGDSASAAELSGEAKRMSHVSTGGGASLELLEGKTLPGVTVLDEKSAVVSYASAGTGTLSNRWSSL
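Recombinant glycosomal PGK reaction used 1,3-bisphosphoglycerate generated in-well by GAPDH (100nM final) in 100mM TEA pH 7.6, 5mM MgCl2, 0.01% Tween-20. After 60 minutes at room temperature, ATP was read by Kinase-Glo Plus luminescence end-point.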
An asterisk follows results filed as active; i = inactive; ? = inconclusive; nt = not tested or not shown; [ ] = remark or other dose. Unless noted, calls come from the whole dose curve; as a rule, active = well fitted curve in the direction sought with a large enough effect; inconclusive = small, poorly fitted or top-dose-only effect, or another doubt; inactive = no such curve, though single readings can be large; an effect the other way counts as inactive or inconclusive. Potency is the fitted concentration of half-maximal effect. Not all compounds are listed (hit frequency here may not be typical).

SMILES	HP1b binding inh	G9a block	GLS inh	BAZ2B block	POLI inh	BLM helicase inh	Pin1 inh	JMJD2A Tudor	Tb PGK inh
O=c1c2c(nc3nc[nH]n13)CCC2	31%	?	9%	-5%	-4%	1%	-3%	1%	2%
O=S(=O)(Nc1cccc(Cl)c1)c1ccc2oc(=S)[nH]c2c1	-15%	25µM*	0%	nt	76%[activator]	2%	-11%	20µM*	7%
COc1c(OC)c(O)c2c(=O)cc(-c3c(O)cccc3O)oc2c1OC	8%	13%[12.7 µM]	19%	-22%	?	-13%	-3%	-28%	-1%
O=S(=O)(Nc1ccc2c(c1)nc1n2CCOC1)c1ccc(Cl)cc1	13%	-32%	7%	-25%	10%	3%	0%	-19%	-2%
Cc1ccc(Cl)cc1NC(=O)C1CCCN(S(=O)(=O)c2cccc3cccnc23)C1 (stereo unspecified)	13%	-6%[59 µM]	0%	-8%	8%	-7%	4%	-22%	i
O=C1CS(=O)(=O)C2(C(=O)N(Cc3ccc(F)cc3)c3ccccc32)N1c1cccc(C(F)(F)F)c1 (stereo unspecified)	60%[activator]	?	-1%	30%[activator][57.1 µM]	-26%	-5%	20%	-29%	i
CC(C)NC(=O)C(Sc1ccccc1)c1ccccc1 (stereo unspecified)	12%	35%[12.7 µM]	0%	5%	13%	0%	10%	-10%	-8%
COc1ccc(-c2csc3ncnc(N4CCN(S(=O)(=O)c5ccc(C)c(C)c5)CC4)c23)cc1	2%	11%[0.501 µM]	12%	8%	-5%	nt	8%	-19%	2%
COc1ccc(CSc2nc(C)[nH]c2[N+](=O)[O-])cc1[N+](=O)[O-]	10%	0%	4%	-27%	139%[activator]	-1%	-3%	-24%	2%
C=CCn1c(C)cc(C(=O)Cn2ncc(Cl)c(Cl)c2=O)c1C	-3%	4%[59 µM]	7%	?	20µM*	-24%	?	-28%	6%
COC(=O)c1sc2cccc(F)c2c1S(=O)(=O)NCc1ccccc1Cl	20%	-6%[59 µM]	1%	-18%	14%	-6%	3%	-21%	-3%
COc1ccc(CN(Cc2ccco2)c2cnc(S(C)(=O)=O)nc2C(=O)Nc2ccc(C)c(Cl)c2)cc1	-2%	?	-7%	?	21%	-5%	25%	?	-6%
O=C(Nc1nonc1-c1ccc(Cl)cc1)c1ccccc1F	9%	4%[59 µM]	4%	6%	8%	-2%	0%	-14%	-8%
COc1nnc(-c2ccc(C)c(S(=O)(=O)NCC3CCCO3)c2)c2ccccc12 (stereo unspecified)	-28%	6%	-8%	-1%	7%	-4%	-3%	-17%	-10%
COc1cccc(CNC(=O)CN(C)S(=O)(=O)c2ccc(Br)s2)c1	31%[activator]	-8%	-4%	8%	37%[activator]	-3%	-9%	-6%	-3%
COc1ccc(Cl)cc1C(=O)Nc1ccc2nc3n(c(=O)c2c1)CCCC3	23%	24%	-5%	6%	73%[activator]	1%	16%	4%	-7%
CCCc1cc(C(=O)N2CCN(S(=O)(=O)c3ccc(OC)c(OC)c3)CC2)cs1	7%	-17%[12.7 µM]	-1%	-6%	-15%[58.9 µM]	-2%	0%	-13%	-4%
COc1cccc(N2CCN(C(=O)C3CCN(S(=O)(=O)c4c(C)noc4C)CC3)CC2)c1	50%[activator]	6%[59 µM]	12%	-4%	?	-2%	5%	-17%	i
O=C(CCc1nnc(CCCCc2ccccc2)o1)N1CCN(CCO)CC1	10%	-43%	-14%	-13%	29%	-2%	3%	-2%	-5%
CC(=C/c1ccccc1)/C=C1/SC(N2CCOCC2)=NC1=O	11%	6%[12.7 µM]	0%	?	26%	-9%	2%	-15%	i
CN1CCC(=O)N([C@H](CSc2ccc(Br)cc2)Cc2ccccc2)CC1	1%	6%[59 µM]	7%	-21%	-12%	2%	3%	-31%	6%
Cc1nc(N2CCC(C)CC2)c2oc3ccccc3c2n1	48%[activator]	8%[12.7 µM]	-1%	-5%	-4%	-2%	0%	1%	0%
COCCCn1c(=N)c(S(=O)(=O)c2ccccc2)cc2c(=O)n3cccc(C)c3nc21	31%	8%[59 µM]	0%	0%	34%	0%	-26%	7%	-2%
CCOC(=O)c1c(C)[nH]c(N=Nc2ccccc2Cl)c1C	?	-119%[59 µM]	-3%	8.9µM*	39%[activator]	-16%	-1%	16µM*	i
COc1cc2c(cc1CN1CCN(C(=O)c3cc(OC)c(OC)c(OC)c3)CC1)OCO2	-38%	11µM*	0%	56µM*	7%	-1%	-9%	25µM*	-12%
O=C(CCC(=O)Nc1ccccc1)NNC(=O)c1ccco1	31%	-4%[59 µM]	20%	-2%	7%	1%	-3%	-22%	-9%
COc1cc2c(cc1OC)C(COc1ccc3c(C)cc(=O)oc3c1)N(C(=O)c1ccco1)CC2 (stereo unspecified)	29%	-16%[59 µM]	2%	-3%	22%	-7%	21%	-16%	-4%
CC(=O)c1ccc(N2CCN(C(=O)/C=C/c3cccs3)CC2)cc1	0%	2%	10%	1%	11%	-1%	4%	-11%	-2%
CCc1ccc(C(=O)NNC(=O)c2cccc(N3C(=O)CCC3=O)c2)cc1	10%	-9%[2.33 µM]	11%	-3%	26%	nt	-4%	-15%	0%
CC(C)(CNCC(O)c1ccccc1)N1CCOCC1 (stereo unspecified)	23%	27%	7%	-4%	7%	4%	24%	-2%	-7%
Cc1cccc(N(CC(=O)NCC2CCCO2)C(=O)CNS(=O)(=O)c2ccc(Cl)cc2)c1 (stereo unspecified)	29%	10%	-1%	5%	38%[activator]	-3%	-1%	-19%	-2%
c1ccc(CNc2cnccn2)cc1	26%	17%[59 µM]	4%	9%	48%[activator]	1%	-6%	-5%	3%
COc1cccc(-c2nc(CS(=O)(=O)CC(=O)NCc3ccccc3OC)c(C)o2)c1	24%	1%[59 µM]	3%	8%	-8%	5%	-3%	-24%	7%
O=C(O)CC(NC(=O)C1c2ccccc2Oc2ccccc21)c1ccc(OC2CCCC2)cc1 (stereo unspecified)	8%	-25%	4%	-9%	26%	1%	-4%	-10%	-3%
COc1cc(NC(=O)COc2cccc(OC)c2)cc(OC)c1	41%[activator]	9%[59 µM]	-4%	5%	12%	-3%	1%	-3%	-10%[11.5 µM]
CCOC(=O)N1CCN(S(=O)(=O)c2ccc(C(=O)Nc3sc4c(c3C(=O)OC)CCN(C)C4)cc2)CC1	32%	56µM*	9%	-23%	-11%	3%	33%[activator]	-28%	i
COc1ccc(-c2c(C#N)c(N)nc3c2CCC3)cc1	37%	12%	-4%	22%	4%	-3%	9%	1%	-3%
O=C(O)C1C2C=CC(O2)C1C(=O)NCc1ccc2c(c1)OCO2 (stereo unspecified)	64%[activator]	-24%[59 µM]	-16%	5%	-8%	3%	-3%	-5%[57.1 µM]	10%
CC1=Nc2cc(C(=O)NCCN3CCOCC3)ccc2Sc2c(C)ccc(C)c21	57%[activator]	-9%	10%	-12%[57.1 µM]	21%	2%	-1%	23%	i
CCN(CC(=O)Nc1ccccc1C(F)(F)F)C(=O)C1CC(=O)N(Cc2ccccc2)C1 (stereo unspecified)	34%	-5%	-3%	-32%	33%[activator]	nt	10%	-4%	0%
CCCc1cc(=O)[nH]c2nnc(SCC(=O)NC3CCCC3)n12	46%[activator]	18µM*	-3%	9%	13%	nt	-3%	4%	6%
CCn1c(=N)n(CC(=O)c2ccco2)c2ccccc21	31%	-21%[12.7 µM]	nt	8%	31%[activator]	2%	-3%	12%	-2%
Cc1ccccc1N=C1NC(=O)CC(c2ccccc2)S1 (stereo unspecified)	-12%	-9%[59 µM]	-10%	-6%	10%	-9%	-2%	-16%[11.4 µM]	-2%
Cc1cccc(NC(=O)CNC(=O)C23CC4CC(CC(Cl)(C4)C2)C3)n1	9%	19%[0.501 µM]	6%	35%[activator]	9%	nt	4%	-4%	2%
CCn1cc(C(=O)N2CCN(Cc3ccc4c(c3)OCO4)CC2)c2cc(OC)c(OC)cc2c1=O	48%[activator]	-3%	0%	-7%	-5%	-3%	-2%	-10%[57.1 µM]	-1%
Cc1oc(-c2cccs2)[n+]([O-])c1C	27%	nt	12%	3%	-3%	0%	1%	-8%	3%
CSc1ccccc1NC(=O)COC(=O)/C=C/c1ccco1	-9%	nt	57%[activator]	nt	?	nt	2%	?	-18%
COc1ccc(C(=O)Nc2ncccc2C)cc1S(=O)(=O)N1CCOCC1	37%	-42%	-11%	-29%	29%	nt	-2%	1%	-7%

Already shown: an excerpt of the list.
SMILES	HP1b binding inh	G9a block	GLS inh	BAZ2B block	POLI inh	BLM helicase inh	Pin1 inh	JMJD2A Tudor	Tb PGK inh
Cc1oc(-c2cccs2)[n+]([O-])c1C	27%	nt	12%	3%	-3%	0%	1%	-8%	3%
CSc1ccccc1NC(=O)COC(=O)/C=C/c1ccco1	-9%	nt	57%[activator]	nt	?	nt	2%	?	-18%

(further entries)
SMILES	HP1b binding inh	G9a block	GLS inh	BAZ2B block	POLI inh	BLM helicase inh	Pin1 inh	JMJD2A Tudor	Tb PGK inh
CCOC(=O)C1=C(C)NC(C)=C(C(=O)OCC)C1C(=O)O	41%[activator]	-3%[59 µM]	6%	nt	12%	-1%	-7%	-4%	12%
O=C(c1ccccc1Cl)N1CCNCC1	32%	20%	8%	?	1%	-2%	-5%	3%	3%
COc1ccc(O)c(C2=Nc3ccccc3N=C(c3cccs3)C2)c1	8%	?	6%	-30%	14%	-10%	1%	-10%	-7%
Cc1cccc(C)c1NC(=S)NCc1ccncc1	22%	34%[activator]	8%	24%	55%[activator]	2%	5%	11%	3%
CCOC(=O)CN1C(=O)NC2(CCCc3ccccc32)C1=O (stereo unspecified)	-1%	10%	-11%	3%	5%	-8%	5%	-2%	0%
CC(=O)Nc1ccccc1-c1ccc(C)o1	12%	-2%[12.7 µM]	-6%	-4%	-3%	-6%	8%	-13%	-10%
O=c1[nH]c2nc(Br)[nH]c(=O)c2[nH]1	15%[57 µM]	nt	14%	nt	17%	nt	-1%	-6%	-3%
Cc1ccc(-c2nnn3c2nc(NCc2ccc4c(c2)OCO4)c2ccccc23)cc1	37%[activator]	7%[59 µM]	3%	3%	7%	-18%	-1%	0%	10%
O=C(N/N=C/c1cccnc1)c1cc2ccccc2o1	35%	6%[59 µM]	0%	-3%	?	0%	-1%	-1%	nt

Compound activity (PubChem)
